# Bioassay records deposited in PubChem BioAssay by National Center for Advancing Translational Sciences (NCATS).
# TSG101-PTAP inh: qHTS Assay for Iinhibitors of HIV-1 Budding by Blocking the Interaction of PTAP/TSG101 | 340,000 tested, under 10 active | Fluorescence polarization, FITC-PTAP peptide / Tsg101 binding | Potency, µM (series often up to 115 µM), without a hit: at the top dose activity change, negative = inhibition, usual class: inhibitors; active = well fitted inhibition curve with a large enough effect in the main read-out, with a control signal flat, not every such curve was filed as active; inconclusive = small, poorly fitted or top-dose-only effect, or effect the other way, or a change in a side signal; inactive = no such curve, though single readings can be large or run the other way; note: potency is the fitted concentration of half-maximal effect; % of control where 0% means no effect
#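 Fluorescence anisotropy tracks displacement of a FITC-tagged PTAP peptide (50 nM) from the Tsg101 binding domain (10 uM), following a 20 min room-temperature incubation at pH 7.5.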
# Eya2 phos inh: qHTS Assay for Inhibitors of the Phosphatase Activity of Eya2; Protein phosphatase EYA2 (Homo sapiens), O00167; recombinant Eya2, OMFP fluorescence dephosphorylation (OMFP is methylfluorescein phosphate); Potency, µM (highest dose often 76.9 µM), for the others: at the top dose activity, negative = inhibition, actives largely listed as inhibitors; 330,000 tested, 0.006% active; AID 488837, 2010; note: potency is the fitted concentration of half-maximal effect; % is set by controls: 0 for no effect and ±100 for the full control effect
#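 Eya2 protein (added as 0.2 uM solution) was preincubated with compound for 10 min at ambient temperature in 50 mM HEPES pH 7.5, 50 mM NaCl, 5 uM MgCl2, 0.05% BSA, 1 mM DTT. OMFP (added at 50 uM) then reacted 10 min; fluorescence read at 485/525 nm.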
# BRCA1 expr up: qHTS Assay to Identify Small Molecule Activators of BRCA1 Expression; 380,000 tested, 1.1% active; MCF7-BRCA1-FFLuc reporter, luminescence, 48 h; response scale: scaled: vehicle 0%, 10 µM genistein 100%; Potency, µM (titrated, usually from 46.1 µM), without a hit: at the highest dose activation, usual class: activators; AID 624202, 2012; note: potency is the fitted concentration of half-maximal effect; nearly all actives have a fitted effect of over 80% in size; some results filed as inactive show a strong effect at the top dose
#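 Luminescence from a BRCA1-driven firefly luciferase in MCF7 cells was read after 48 h compound exposure at 37 C. Data normalized against DMSO and a 10microM genistein activation control, then curve-fitted across the titration.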
# B2AR arrestin: qHTS assay of beta-arrestin-biased ligands of beta2-adrenergic receptor; Beta-2 adrenergic receptor (Homo sapiens), P07550; beta-arrestin recruitment to beta2AR, cell-based reporter; Potency, µM (highest dose often 46.1 µM), for inactives: at the highest dose activation, usual class: activators; 330,000 tested, 0.02% active;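 note: potency is the fitted concentration of half-maximal effect; 0% = DMSO controls and full agonism = EC100 isoproterenol or metaproterenol; nearly all actives have a fitted effect of over 65% in size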
# Target sequence (P07550 whole entry, looked up): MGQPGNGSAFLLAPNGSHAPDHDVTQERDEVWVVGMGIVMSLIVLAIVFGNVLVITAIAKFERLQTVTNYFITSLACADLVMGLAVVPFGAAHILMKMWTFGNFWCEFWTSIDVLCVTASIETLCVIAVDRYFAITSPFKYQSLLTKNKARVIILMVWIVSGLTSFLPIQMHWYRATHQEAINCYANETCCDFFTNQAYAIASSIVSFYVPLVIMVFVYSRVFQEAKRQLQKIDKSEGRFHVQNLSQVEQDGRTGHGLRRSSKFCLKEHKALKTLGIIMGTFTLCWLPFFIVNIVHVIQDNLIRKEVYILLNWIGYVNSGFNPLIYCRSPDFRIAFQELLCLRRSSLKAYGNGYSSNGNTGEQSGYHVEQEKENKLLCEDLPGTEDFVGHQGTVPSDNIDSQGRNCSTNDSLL
# ELG1 genotox: qHTS screen for small molecules that induce genotoxicity in human embryonic kidney (HEK293T) cells expressing luciferase-tagged ELG1. 330,000 tested, 1.3% active. HEK293T ELG1-luciferase reporter, luminescence, 16 h. AID 504466, 2011. Potency, µM (doses to about 46 µM), for the others: top-dose activity change, positive = activation, hits mostly activators; note: potency is the fitted concentration of half-maximal effect; % of control where 0% means no effect; nearly all actives have a fitted effect of over 60% in size
#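 Genotoxicity was scored as increased ELG1-luciferase reporter signal, measured by ONE-Glo luminescence (30 min, room temperature). Compound or vehicle exposure of the HEK293T reporter cells lasted 16 hr at 37°C.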
# S-ASM inh: Inhibitors of Secretory Acid Sphingomyelinase (S-ASM): qHTS | Sphingomyelin phosphodiesterase (Homo sapiens), P17405 | placental ASM, HMU-PC fluorogenic substrate, 60 min | Potency, µM (titrated, usually from 57.5 µM), inactives show top-dose activity change, negative = inhibition, most hits filed as inhibitors | 340,000 tested, 0.006% active | AID 504937, 2011; note: potency is the fitted concentration of half-maximal effect
#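 HMU-PC0 cleavage (9 uM final) by human placental ASM, 60 min at 37 °C following 10 min compound exposure at RT; stopped at pH 10, fluorescence Ex 386/Em 447 nm.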
# a7 integrin act: qHTS for Activators of Integrin-Mediated Alleviation for Muscular Dystrophy; alpha7betagal myoblasts, beta-gal FDG fluorescence, 48 h; Potency, µM (highest dose often 38.3 µM), for the others: at the top dose activation, actives largely listed as activators; 350,000 tested, 0.064% active;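 note: potency is the fitted concentration of half-maximal effect; 100% = response of the positive control SU9516; nearly all actives have a fitted effect of over 60% in size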
#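 alpha7betagal+/- myoblasts (passage 13, 250/well) treated 48 h at 37C with compounds at 1:260 dilution of DMSO stock. Lysed, then beta-galactosidase activity read as FDG fluorescence (ex 480/em 540) after 30 min, with pre-read for autofluorescence.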
# TRPV1 agonist: HTS Assay for Compounds that Act as Agonists of the Vanilloid Receptor 1. 320,000 tested, 0.19% active. Transient receptor potential cation channel subfamily V member 1 (Homo sapiens), Q8NER1. activation, % at 8.33 µM. TRPV1-expressing cells, Fluo-8 calcium influx, agonist mode; in the data active = activation above about 80%; inconclusive = between about 30% and that limit; note: 0% is about no effect
#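 TRPV1-expressing cells were cultured overnight at 35.5C and loaded with Fluo-8 calcium dye for 40 to 90 min at room temperature. After a 10 s baseline, compound was added and calcium influx was read kinetically for 3 min (ex 480/em 520 nm).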
# uPA surface inh: qHTS for Inhibitors of Cell Surface uPA Generation; cell surface uPA generation assay, qHTS; Potency, µM (top dose mostly 38.3 µM), without a hit: at the highest dose activity change, negative = inhibition, most hits filed as inhibitors; 330,000 tested, 0.31% active; active = well fitted inhibition curve with a large enough effect; inconclusive = small, poorly fitted or top-dose-only effect; inactive = no such curve, though single readings can be large or run the other way; tested in mouse RAW 264.7 cells; note: potency is the fitted concentration of half-maximal effect; % is set by controls: 0 for no effect and ±100 for the full control effect; nearly all actives have a fitted effect of over 55% in size
# USP2a inh: qHTS Assay for Inhibitors of Ubiquitin-specific Protease USP2a Using CHOP2 as the Reporter | Ubiquitin carboxyl-terminal hydrolase 2 (Homo sapiens), O75604 | USP2 core, Ub-CHOP2 coupled fluorogenic reporter, 485/531 | Potency, µM (titrated, usually from 38.3 µM), inactives show top-dose activity change, negative = inhibition, actives largely listed as inhibitors | 330,000 tested, 0.01% active;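 note: potency is the fitted concentration of half-maximal effect; plate controls were DMSO wells for no effect and full inhibition by NEM control for full effect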
# Target sequence (O75604 whole entry, looked up): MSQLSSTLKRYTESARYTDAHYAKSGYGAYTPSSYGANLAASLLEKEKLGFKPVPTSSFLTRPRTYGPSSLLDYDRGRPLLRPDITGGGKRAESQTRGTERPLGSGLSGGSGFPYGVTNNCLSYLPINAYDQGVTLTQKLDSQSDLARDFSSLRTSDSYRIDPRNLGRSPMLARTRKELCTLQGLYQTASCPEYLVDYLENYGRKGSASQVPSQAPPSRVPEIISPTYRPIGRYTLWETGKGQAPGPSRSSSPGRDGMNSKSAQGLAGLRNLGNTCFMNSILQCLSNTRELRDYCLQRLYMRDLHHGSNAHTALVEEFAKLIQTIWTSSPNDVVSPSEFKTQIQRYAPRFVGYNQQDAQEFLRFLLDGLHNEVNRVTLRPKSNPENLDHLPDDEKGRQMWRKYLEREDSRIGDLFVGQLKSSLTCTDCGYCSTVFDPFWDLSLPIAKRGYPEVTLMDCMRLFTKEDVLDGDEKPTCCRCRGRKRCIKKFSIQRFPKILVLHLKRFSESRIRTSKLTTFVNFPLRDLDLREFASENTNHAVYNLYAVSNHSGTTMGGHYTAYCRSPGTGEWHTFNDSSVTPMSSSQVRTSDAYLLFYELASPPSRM
#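 USP2 core (10nM final) preincubated 30min RT with compound in 20mM Tris-HCl pH 8.0, 2mM CaCl2, 2mM beta-mercaptoethanol, 0.05% CHAPS; 25nM Ub-CHOP2 plus 25nM reporter substrate added, fluorescence (Ex485/Em531) read after 60min.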
# p53 reactivation: qHTS assay for re-activators of p53 using a Luc reporter; H1299 p53-A138V BP100-luciferase reporter, luminescence, 24 h; Potency, µM (top dose mostly 92.2 µM), for the others: at the top dose activity change, positive = activation, most hits filed as activators; 320,000 tested, 0.063% active; note: potency is the fitted concentration of half-maximal effect; % of control where 0% means no effect; nearly all actives have a fitted effect of over 45% in size
#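 H1299 (p53-null), stable ts p53-A138V + BP100-Luc; 1000 cells/well, Opti-MEM/10% FBS; cpd 4 pt, 1:5; 24 h, 37 deg C, 5% CO2; detection reagent 10 min RT; luminescence.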
# Starred values were filed as active, the others as inactive; ? = inconclusive; . = not tested or not shown; [ ] = remark or other dose. Unless noted, calls come from the whole dose curve; as a rule, active = well fitted curve in the direction sought with a large enough effect; inconclusive = small, poorly fitted or top-dose-only effect, or another doubt; inactive = no such curve, though single readings can be large; an effect the other way counts as inactive or inconclusive.
SMILES,TSG101-PTAP inh,Eya2 phos inh,BRCA1 expr up,B2AR arrestin,ELG1 genotox,S-ASM inh,a7 integrin act,TRPV1 agonist,uPA surface inh,USP2a inh,p53 reactivation
Cc1ccc(CNC(=O)CCC2CCCN(Cc3cccc4c3OCO4)C2)o1 (centres undefined),-3%,0%,-5%,-0.6%,-1%,6%,-30%,3,-2%,0%,0%
CC(=C1C(=O)c2ccccc2C1=O)N1CCN(C/C=C/c2ccccc2)CC1,-4%,-1%,6%,-0.3%,-2%,-3%,-24%,2,-1%,2%,5%
CN(CC(=O)N1CCOCC1)S(=O)(=O)c1cc(Cl)ccc1Cl,-3%,-4%,-9%,0.0%,-3%,0%,0%,-1,-3%,7%,0%
COc1ccc2[nH]cc(C(=O)CN3CC(C)CC(C)C3)c2c1 (centres undefined),-1%,12%,18%,0.1%,-1%,-1%,?,4,-6%,0%,-1%
COc1ccccc1CNC(=O)CCN=C1NS(=O)(=O)c2ccccc21,-6%,-6%,11%,0.0%,-3%,3%,-4%,2,1%,5%,1%
COc1cccc(/C=C/C(=O)OCC(=O)NCC2CCCO2)c1 (centres undefined),-2%,-1%,-10%,0.0%,-2%,1%,-14%,1,-2%,-1%,18%
COc1ccc(CN2CCN(C(=O)c3cc(C4CC4)nn3-c3ccccc3)CC2)cc1F,-5%,-8%,-26%,0.6%,-8%,2%,?,?,-76%,-11%,5%
O=C(O)/C=C(\Oc1ccccc1)C1(O)CCCCC1,-4%,-18%,-1%,0.1%,-2%,4%,9%,.,12%,0%,2%
O=C(N1CCOCC1)N1CCN(S(=O)(=O)c2ccc(Cl)cc2)C1,-8%,-1%,-2%,-0.1%,0%,2%,-17%,2,-8%,0%,-2%
COC(=O)c1ccc(Nc2ncnc3c2cnn3-c2cccc(C)c2)cc1,0%,-3%,18%,0.3%,2%,-1%,25%,1,-18%,1%,12%
Cc1ccccc1NC(=O)C1CCN(C(=O)NC2CCCCC2)CC1,-2%,18%,-5%,3.1%,3%,0%,2%,-2,0%,1%,-6%
O=C(CN1C(=O)c2ccccc2C1=O)Nc1nc(-c2cccc([N+](=O)[O-])c2)cs1,.,9%,.,0.1%,1%,.,.,-1,.,1%,4%
CCCCn1c(N)c(N(CCOC)C(=O)CCNC(=O)c2ccccc2Cl)c(=O)[nH]c1=O,-2%,-6%,3%,0.3%,2%,23%,-11%,-3,5%,0%,11%
O=S(=O)(c1ccccc1F)N1CCN(CCc2ccccc2)CC1,0%,-1%,-42%,-0.8%,-5%,3%,-12%,2,3%,0%,0%
COCCn1nnnc1CN1CCN2CCCC2C1 (centres undefined),0%,-23%,0%,0.2%,7%,3%,-2%,-2,13%,0%,4%

# Structures from the list above that contain an NH in an aromatic ring, in the order listed:
SMILES,TSG101-PTAP inh,Eya2 phos inh,BRCA1 expr up,B2AR arrestin,ELG1 genotox,S-ASM inh,a7 integrin act,TRPV1 agonist,uPA surface inh,USP2a inh,p53 reactivation
COc1ccc2[nH]cc(C(=O)CN3CC(C)CC(C)C3)c2c1 (centres undefined),-1%,12%,18%,0.1%,-1%,-1%,?,4,-6%,0%,-1%
CCCCn1c(N)c(N(CCOC)C(=O)CCNC(=O)c2ccccc2Cl)c(=O)[nH]c1=O,-2%,-6%,3%,0.3%,2%,23%,-11%,-3,5%,0%,11%

# Later entries:
SMILES,TSG101-PTAP inh,Eya2 phos inh,BRCA1 expr up,B2AR arrestin,ELG1 genotox,S-ASM inh,a7 integrin act,TRPV1 agonist,uPA surface inh,USP2a inh,p53 reactivation
O=C(NCC(=O)N(CC1CCCO1)C(C(=O)NC1CCCCC1)c1ccc(F)cc1)c1ccco1 (centres undefined),-7%,7%,-15%,0.6%,1%,3%,-4%,3,3%,3%,3%
CC1(C)C2CCC1(CS(=O)(=O)N1CCN(c3ccccc3F)CC1)C(=O)C2 (centres undefined),2%,1%,1%,-1.0%,-2%,1%,?,22,0%,1%,8%
CS(=O)(=O)N1CCN(c2ccc(NC(=S)NC(=O)c3cccs3)cc2)CC1,-4%,0%,2%,0.3%,3%,1%,?,1,-2%,-1%,4%
COc1ccc(-c2cccc(NS(=O)(=O)c3cc([N+](=O)[O-])c(C)c([N+](=O)[O-])c3)c2)nn1,-2%,17%,-24%,0.1%,1%,.,12%,7,-5%,0%,11%
COCCn1ccc2c(OCC(=O)NCCc3ccccc3)cccc2c1=O,-3%,14%,5%,-0.5%,1%,-2%,7%,1,-2%,3%,0%
Cc1c(CNC(=O)c2nn3c(c2Cl)NC(c2ccccc2)CC3C(F)(F)F)cnn1C (centres undefined),-1%,2%,-59%,-0.5%,-6%,-5%,-33%,-3,-2%,-1%,-7%
COC(=O)N/N=C/c1ccccc1OCCOc1ccc(OC)cc1,1%,0%,41%,-0.9%,8%,0%,-37%,-7,-9%,-2%,13%
C=CCn1c(SCc2c(C)noc2C)nc2sc3c(c2c1=O)CCCCC3,-1%,-12%,-62%,0.2%,19%,-2%,-1%,9,4%,-1%,-9%
C=CCN(c1ccc(C(=O)Nc2cccc(C)c2)cc1)S(C)(=O)=O,5%,6%,-4%,-0.1%,0%,1%,22%,23,-5%,2%,-2%
O=C(c1ccc(S(=O)(=O)N2CCOCC2)cc1)N1CCN(c2ccccn2)CC1,-5%,4%,-4%,-0.9%,3%,1%,7%,-1,11%,3%,3%
CN(CC(=O)Nc1ccc(F)c(F)c1F)C(=O)C1CC(=O)N(c2ccc3c(c2)OCCO3)C1 (centres undefined),-9%,-1%,6%,0.2%,5%,1%,-13%,0,7%,-3%,-2%
COc1ccc(/C=C/C(=O)NCCc2ccc(OC)c(OC)c2)cc1,-3%,0%,1%,-2.2%,0%,0%,-6%,11,-8%,5%,-6%
COCCN(C(=O)c1cc(-c2ccncc2)nc2ccccc12)c1c(N)n(CC(C)C)c(=O)[nH]c1=O,0%,9%,-4%,-0.3%,2%,2%,7%,2,1%,0%,3%
O=C(CN(C(=O)CCC(=O)Nc1ccccn1)c1ccc(F)cc1)NCCc1ccccc1,0%,4%,1%,-0.3%,-7%,0%,-54%[inhibitor],-3,-6%,1%,-1%
CCOC(=O)c1[nH]c2ccc(C)cc2c1N=CN(CC)CC,-8%,-8%,2%,-0.3%,0%,68%[activator],-12%,-1,-2%,-2%,9%
CC1(NC(=O)c2cccc(S(=O)(=O)N3CCN(c4ccccc4)CC3)c2)CCS(=O)(=O)C1 (centres undefined),1%,3%,-4%,-0.4%,-3%,-2%,-4%,-2,2%,1%,2%
CCNc1nc(Cl)nc(-c2cn(-c3ccccc3)c3ccccc23)n1,1%,-21%,-17%,-0.7%,?,5%,-23%,9,1%,-1%,-5%
CCC(=NCCc1c(C)[nH]c2ccc(C)cc12)C1=C(O)CC(c2ccccc2)CC1=O (centres undefined),-1%,5%,-85%,-1.2%,1%,?,?,15,-6%,-2%,5%
Cc1ccc(-c2csc3ncn(CC#N)c(=O)c23)cc1C,-2%,-5%,-23%,0.4%,0%,-4%,-3%,-3,-3%,-7%,.
Cc1[nH]c2ccccc2c1SCc1n[nH]c(=S)n1C,-7%,-2%,-3%,-0.8%,-2%,-1%,7%,-17,-2%,4%,-4%
N#Cc1ccc(CSc2nnc(-c3c[nH]c4ccccc34)n2-c2ccccc2)cc1,-2%,-10%,-91%[inhibitor],-0.5%,-17%,2%,-2%,-1,14%,-7%,3%
COc1ccc(C2(C)NC(=O)N(CC(=O)Nc3c(C)n(C)n(-c4ccccc4)c3=O)C2=O)cc1 (centres undefined),-4%,19%,7%,0.0%,0%,-1%,6%,0,0%,3%,1%
COc1cc(/C=C/C(=O)NC(C)C2CC3CCC2C3)cc(OC)c1OC (centres undefined),-4%,-12%,-39%,-0.2%,8%,-3%,-10%,2,5%,-1%,-5%
CC(=O)N1c2ccc(S(=O)(=O)N(C)Cc3ccco3)cc2CC1C (centres undefined),-3%,-3%,0%,0.1%,-1%,4%,?,1,-2%,0%,-9%
